Screening results as filed in PubChem BioAssay.
GLS inh: glutaminase GLS (human) inhibition. Potency, µM (series often up to 45.5 µM), inactives show at the top dose activity change, negative = inhibition, actives largely listed as inhibitors. AID 624170. actives 0.21% (n = 410,000). GLS enzymatic activity, qHTS titration. O94925; note: % is set by controls: 0 for no effect and ±100 for the full control effect
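Compounds were pin-transferred onto hKGA, after which L-glutamine (1 mM solution) and a detection mix of glutamate oxidase, HRP and Amplex Red were added. Initial and 30 min RT fluorescence reads were collected.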
ERG Ets-DNA blk: blocks human ERG Ets domain binding to DNA; P11308; fluorescence polarization, His-ERG Ets domain / labelled DNA; Potency, µM (highest dose often 76.9 µM), without a hit: at the highest dose FP activity, negative = inhibition, hits mostly inhibitors; actives 0.028% (n = 370,000); active = well fitted inhibition curve with a large enough effect in the polarisation, with a control signal flat; inconclusive = small, poorly fitted or top-dose-only effect, or effect the other way, or a change in a side signal; inactive = no such curve, though single readings can be large or run the other way; the % refers to the polarisation;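 note: polarization taken with two DNA probes labelled with fluorescein and Texas red; % of control where 0% means no effect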
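His-tagged ERG Ets domain (1 uM in the protein solution; 300mM KCl, 50mM Tris-HCl, 1mM EDTA, 1mM DTT, pH 7.5) received compound, then a probe mix of 5 nM fluorescein-DNA and 100nM Texas-615-DNA. Fluorescence polarization was read for both dyes.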
HP1b chromo inh: HP1-beta chromodomain-methylated histone interaction inhibition; Potency, µM (highest dose often 114 µM), inactives show at the top dose activity change, negative = inhibition, actives largely listed as inhibitors; AID 540317; AlphaScreen HP1-beta / biotin-H3K9me3 peptide binding; actives 0.56% (n = 390,000); P83916; note: nearly all actives have a fitted effect of over 70% in size; inactives centre near 23
Target sequence (P83916 whole entry, looked up): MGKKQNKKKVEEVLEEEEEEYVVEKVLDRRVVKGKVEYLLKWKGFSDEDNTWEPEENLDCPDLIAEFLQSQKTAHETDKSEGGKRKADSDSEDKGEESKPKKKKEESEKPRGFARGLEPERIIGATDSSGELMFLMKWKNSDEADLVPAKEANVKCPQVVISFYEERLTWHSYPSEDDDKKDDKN
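Compound inhibition of the preformed complex between 50 nM HP1-beta and 50 nM biotinylated H3K9me3 peptide was read by AlphaScreen. Buffer was PBS pH 7.4 with 0.01% Tween-20. Incubations ran 30 min at room temperature, with 10 ug/mL donor/acceptor beads.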
Pin1 inh: inhibitors of human Pin1; Q13526; Pin1 FP peptide displacement, HiFluor488, 10 min; Potency, µM (titrated, usually from 115 µM), for the others: at the top dose activity, negative = inhibition, most hits filed as inhibitors; actives 0.009% (n = 390,000); active = well fitted inhibition curve with a large enough effect in the polarisation, with a control signal flat, not every such curve was filed as active; inconclusive = small, poorly fitted or top-dose-only effect, or effect the other way, or a change in a side signal; inactive = no such curve, though single readings can be large or run the other way; the % refers to the polarisation; note: % is set by controls: 0 for no effect and ±100 for the full control effect
Target sequence (Q13526 whole entry, looked up): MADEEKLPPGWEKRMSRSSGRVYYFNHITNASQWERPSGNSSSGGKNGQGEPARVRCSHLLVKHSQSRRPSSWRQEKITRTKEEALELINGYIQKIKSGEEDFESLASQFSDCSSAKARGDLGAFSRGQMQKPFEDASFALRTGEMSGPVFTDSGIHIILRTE
JMJD2A Tudor inh: blocks the human JMJD2A Tudor domain | AlphaScreen JMJD2A-Tudor / H3K4me3 peptide binding | AID 504339 | actives 4.4% (n = 390,000) | O75164 | Potency, µM (top dose mostly 114 µM), for the others: at the top dose activity change, negative = inhibition, actives largely listed as inhibitors; note: % is set by controls: 0 for no effect and ±100 for the full control effect; nearly all actives have a fitted effect of over 50% in size
rTrxR1 inhibitor: inhibitors of rat thioredoxin reductase 1; O89049; recombinant rTrxR1, NADPH fluorescence consumption, selenite substrate; Potency, µM (titrated, usually from 114 µM), inactives show at the top dose activity change, negative = inhibition, usual class: inhibitors; actives 1% (n = 390,000); AID 588453; note: % is set by controls: 0 for no effect and ±100 for the full control effect; nearly all actives have a fitted effect of over 65% in size
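Rat TrxR1 (90 nM in the dispensed reagent) was pre-reduced with 400 uM NADPH for 5 min at room temperature, then incubated with compound for 15 min. After 400 uM selenite was added, NADPH fluorescence (Ex 340/Em 450 nm) was followed for 8 min.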
12-LOX inh: ALOX12 (human) lipoxygenase inhibition | Potency, µM (titrated, usually from 108 µM), for inactives: at the top dose activity change, negative = inhibition, actives largely listed as inhibitors | purified 12hLO, xylenol orange hydroperoxide absorbance | AID 1671190 | actives 1.1% (n = 580,000) | P18054; note: % is set by controls: 0 for no effect and ±100 for the full control effect
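Purified human 12hLO at 150 nM in 25 mM Hepes, 0.01% Triton X-100, pH 7.0, preincubated 15 min at room temperature with compound. Reaction started with 40 uM arachidonic acid, 30 min at room temperature. Hydroperoxide measured by Fe-xylenol orange, 573/405 nm absorbance ratio.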
RGS4 inhibitor: inhibitors of human regulator of G protein signaling 4. Transcreener GDP fluorescence polarization, RGS4-accelerated GTP hydrolysis. Potency, µM (titrated, usually from 114 µM), without a hit: top-dose activity change, negative = inhibition, actives largely listed as inhibitors. AID 504845. actives 0.039% (n = 390,000). P49798; note: % is set by controls: 0 for no effect and ±100 for the full control effect; nearly all actives have a fitted effect of over 75% in size; some results filed as inactive show a strong effect at the top dose
Target sequence (P49798 whole entry, looked up): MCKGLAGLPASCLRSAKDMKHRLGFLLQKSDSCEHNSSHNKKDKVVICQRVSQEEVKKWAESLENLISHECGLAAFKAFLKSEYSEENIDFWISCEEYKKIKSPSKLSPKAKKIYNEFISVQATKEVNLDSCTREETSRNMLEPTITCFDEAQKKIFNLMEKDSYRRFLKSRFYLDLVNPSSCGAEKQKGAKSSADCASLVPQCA
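MLSMR compounds (23 nl, pin-transferred) preincubated 10 min at room temperature with a 500nM (2x) first reagent, then RGS4 at 900nM (2x) plus Transcreener GDP mix added; fluorescence polarization (620/688 nm) read before and after 90 min at 30 °C.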
PGK inhibitor: inhibitors of T. brucei phosphoglycerate kinase. actives 0.043% (n = 380,000). P07378. PGK/GAPDH coupled, Kinase-Glo luminescence, 60 min. AID 602233. Potency, µM (titrated, usually from 57.5 µM), for the others: at the highest dose activity change, negative = inhibition, hits mostly inhibitors; note: % is set by controls: 0 for no effect and ±100 for the full control effect; nearly all actives have a fitted effect of over 60% in size
Target sequence (P07378 whole entry, looked up): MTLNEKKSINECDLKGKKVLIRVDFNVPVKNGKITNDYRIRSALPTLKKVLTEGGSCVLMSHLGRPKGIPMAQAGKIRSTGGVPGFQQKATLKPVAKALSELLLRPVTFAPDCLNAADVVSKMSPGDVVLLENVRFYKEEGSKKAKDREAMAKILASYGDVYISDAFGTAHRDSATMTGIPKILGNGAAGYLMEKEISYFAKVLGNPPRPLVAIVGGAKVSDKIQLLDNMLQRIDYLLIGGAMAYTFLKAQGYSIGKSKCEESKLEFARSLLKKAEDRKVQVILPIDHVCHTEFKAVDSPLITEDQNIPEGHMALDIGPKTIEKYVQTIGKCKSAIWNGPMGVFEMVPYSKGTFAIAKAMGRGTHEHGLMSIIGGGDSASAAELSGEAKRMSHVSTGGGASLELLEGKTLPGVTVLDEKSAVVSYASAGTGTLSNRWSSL
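Luminescent ATP detection (Kinase-Glo Plus) follows a 60-minute room-temperature incubation, with wells lacking PGK as controls. Buffer: 100 mM TEA (pH 7.6), 5 mM MgCl2, 0.01% Tween-20. Coupling enzyme GAPDH (100 nM final) supplies unstable 1,3-BPG in-well.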
* = called active by the depositor; i = inactive; ? = inconclusive; · = no result given; [ ] = remark or other dose. Unless noted, calls come from the whole dose curve; as a rule, active = well fitted curve in the direction sought with a large enough effect; inconclusive = small, poorly fitted or top-dose-only effect, or another doubt; inactive = no such curve, though single readings can be large; an effect the other way counts as inactive or inconclusive. Potency is the fitted concentration of half-maximal effect. Only part of the results is shown, so the mix of outcomes need not match the whole.

SMILES	GLS inh	ERG Ets-DNA blk	HP1b chromo inh	Pin1 inh	JMJD2A Tudor inh	rTrxR1 inhibitor	12-LOX inh	RGS4 inhibitor	PGK inhibitor
O=C1C2C3C=CC(C4CC34)C2C(=O)N1/N=C/c1ccc([N+](=O)[O-])s1 (stereo unspecified)	0%	6%	32%	3%	-4%[57.1 µM]	-10%	6%	14%	-11%
N#Cc1ccc(CSCC(=O)NN=C2CCCC2)cc1	-8%	3%	23%	2%	6%	1%	17%	1%	-3%
Cc1ccc(C(=O)NCCCNC(=O)c2ccccn2)cc1	-3%	-2%	25%	-13%	-12%	17%	18%	4%	-9%
COc1ccc(C(=O)Nc2ccc(C(=O)OCc3cc(=O)n4nc(C5CC5)sc4n3)cc2)cc1	?	8%	27%	52%[activator]	6%	0%[57.1 µM]	2%	?	6%
COc1ccc(NC(=O)Cn2ccn(-c3ccc(F)c(F)c3)c(=O)c2=O)cc1Cl	-27%	4%	16%	3%	-20%	10%	-18%	-10%	-10%
O=C(N/N=C/c1cccc(Br)c1)c1ccc(Cn2cc(Br)cn2)o1	-6%	0%	15%	1%	-13%	-3%[57.1 µM]	13%	0%	-2%
Cc1ccccc1CN(c1ccc(C(=O)Nc2ccccc2C(=O)NCc2ccco2)cc1)S(C)(=O)=O	-11%	-1%	1%	9%	-27%	27%	12%	-8%	20%
Cc1cccc(NC(=O)CN2C(=O)C(c3ccc(F)cc3)=NC23CCCCCC3)c1C	-9%	2%	29%	?	-14%	11%	?	-9%	·
COc1cc(C(=O)NC(C)c2cc(C)ccc2C)ccc1OCC(=O)N1CCOCC1 (stereo unspecified)	1%	·	14%	-2%	-4%	3%	350%[activator]	-11%	0%
Cc1cccc(OCCCCCN2CCOCC2)c1C	-12%	-2%	13%	-9%	-14%	27%	-29%	-4%	-29%
CCOC(=S)SCc1cn2ccccc2n1	3%	6%	7%	1%	-8%	34%[57.1 µM]	8%	11%	-12%
CCn1cc(C2C3=C(CC(C)(C)CC3=O)N(c3ccc(C)cc3)C3=C2C(=O)CC(C)(C)C3)c(C)n1	1%	-14%	24%	-5%	-10%[11.4 µM]	31%	-2%	36%[11.4 µM]	-4%
CCOC(=O)Cc1csc(NS(=O)(=O)c2ccc(F)cc2)n1	2%	-6%	8%	-2%	-17%[11.4 µM]	10%[57.1 µM]	i	2%[11.4 µM]	-6%
N#Cc1ccccc1Sc1ccccc1C(=O)Nc1ccc(Br)cc1	0%	-1%	33%	2%	-3%	-12%	-12%	-27%	i
Cc1ccc(N(C)C(=O)C2CCN(S(=O)(=O)c3ccc4c(c3)oc(=O)n4C)CC2)cc1	4%	9%	33%	-3%	-4%	16%	1%	12%	-1%
CS(=O)(=O)N1CCN(C(=O)Cc2cccs2)CC1	-2%	8%	41%[activator]	0%	-13%	9%	1%	18%	-10%
CSc1nc(N)nc(C(C)C)n1	-9%	-1%	22%	-2%	-6%	11%	346%[activator]	-2%	-2%
Cc1ccc(O)c(C(=O)c2cnc3c(c2)c(C)nn3C)c1	4%	13%	-17%	-4%	-27%	4%	3%	-11%	-4%
CC(=O)Nc1ccc(C(=O)Nc2cccc(S(=O)(=O)N(C)c3ccccc3)c2)cc1	-1%	1%	13%	?	-23%	26%	25%	38%	-4%
Cc1noc(C)c1CSCC(=O)N(C)CC(=O)Nc1ccc(Cl)c(Cl)c1	-3%	·	30%	7%	-15%	11%	?	-17%	17%

An excerpt of these results, with two lines to a compound:
Results follow in this order: GLS inh, ERG Ets-DNA blk, HP1b chromo inh, Pin1 inh, JMJD2A Tudor inh, rTrxR1 inhibitor, 12-LOX inh, RGS4 inhibitor, PGK inhibitor
- Cc1cccc(OCCCCCN2CCOCC2)c1C
 : -12%, -2%, 13%, -9%, -14%, 27%, -29%, -4%, -29%
- CCOC(=S)SCc1cn2ccccc2n1
 : 3%, 6%, 7%, 1%, -8%, 34%[57.1 µM], 8%, 11%, -12%
- CCn1cc(C2C3=C(CC(C)(C)CC3=O)N(c3ccc(C)cc3)C3=C2C(=O)CC(C)(C)C3)c(C)n1
 : 1%, -14%, 24%, -5%, -10%[11.4 µM], 31%, -2%, 36%[11.4 µM], -4%
- CCOC(=O)Cc1csc(NS(=O)(=O)c2ccc(F)cc2)n1
 : 2%, -6%, 8%, -2%, -17%[11.4 µM], 10%[57.1 µM], i, 2%[11.4 µM], -6%
- N#Cc1ccccc1Sc1ccccc1C(=O)Nc1ccc(Br)cc1
 : 0%, -1%, 33%, 2%, -3%, -12%, -12%, -27%, i
- Cc1ccc(N(C)C(=O)C2CCN(S(=O)(=O)c3ccc4c(c3)oc(=O)n4C)CC2)cc1
 : 4%, 9%, 33%, -3%, -4%, 16%, 1%, 12%, -1%
- CS(=O)(=O)N1CCN(C(=O)Cc2cccs2)CC1
 : -2%, 8%, 41%[activator], 0%, -13%, 9%, 1%, 18%, -10%
- CSc1nc(N)nc(C(C)C)n1
 : -9%, -1%, 22%, -2%, -6%, 11%, 346%[activator], -2%, -2%
- Cc1ccc(O)c(C(=O)c2cnc3c(c2)c(C)nn3C)c1
 : 4%, 13%, -17%, -4%, -27%, 4%, 3%, -11%, -4%

Next part
SMILES	GLS inh	ERG Ets-DNA blk	HP1b chromo inh	Pin1 inh	JMJD2A Tudor inh	rTrxR1 inhibitor	12-LOX inh	RGS4 inhibitor	PGK inhibitor
CN(C)c1ccc(Nc2cc(Cl)ncn2)cc1	15%	-4%	-13%	0%	?	-1%	?	-21%	-8%
CCOC(=O)C1C(=O)CC(C)(O)C(C(=O)OCC)C1c1ccc(Br)o1 (stereo unspecified)	6%	5%	13%	-3%	-15%	4%[57.1 µM]	?	21%	2%
COc1ccc(COc2cc(-c3cccc(OC)c3)nc3ccc(NC(C)=O)cc23)cc1	5%	20%	16%	12%	?	7%	6%	1%	3%
COc1ccccc1N1CCN(C(=O)CCNS(=O)(=O)c2ccc3c(c2)CCC(=O)N3)CC1	6%	-2%	39%[activator]	2%	-5%	-18%	-23%	-8%	i
Cc1ccc(C)c(N2CCN(c3nc4ccccc4c(=O)n3-c3ccccc3)CC2)c1	-10%	-4%	35%	1%	-17%	20%	-21%	26%	i
COc1ccc(Cl)cc1Nc1nc2ccc(C)cc2n2cnnc12	7%	-3%	20%	11%	-3%	15%	2%	2%	-6%
COc1ccc(CCNC(=O)c2coc(=O)c(Br)c2)cc1	-1%	21%	22%	-5%	-16%	5%	0%	17%	-3%
COC(=O)c1cc(NC(=O)C2COc3ccccc3O2)cc(C(=O)OC)c1 (stereo unspecified)	4%	9%	21%	24%	-6%	2%[2.29 µM]	9%	16%	0%
COc1cccc(CC(=O)OCC(=O)NC2(C#N)CCCCC2)c1	3%	6%	20%	7%	-20%	-4%	-3%	-1%	0%
Cc1ccc(SCC(=O)NCCN2C(=O)CSC2=O)cc1C	3%	-1%	29%	-5%	-11%	7%	5%	-4%	-10%
COc1ccc([C@H]2[C@@H](C#N)[C@H](C#N)N3CCCN23)cc1	41%[activator]	-9%	27%	-3%	-6%[57.1 µM]	?	0%	7%[56.9 µM]	-8%
O=C(Nc1ccc(OCC(=O)N2CCOCC2)cc1)c1cccc(Cl)c1	-9%	4%	19%	-2%	-14%	11%	-2%	9%	i
CCOC(=O)c1c(C)sc(-c2c(-c3ccc(OC)c(F)c3)[nH]c3c2c(=O)[nH]c(=O)n3C)c1O	32%[activator]	8%	30%	47%[activator]	-20%	-21%	-14%	15%	-3%
CC(=O)c1ccc(N2CCN(C(=O)c3cc(-c4cccnc4)nc4ccc(Br)cc34)CC2)cc1	-24%	-12%	21%	16%	-11%	15%[57.1 µM]	5%	-41%	-1%
CCCCC(=O)NC(c1cccs1)c1cc(Cl)c2cccnc2c1O (stereo unspecified)	0%	2%	49%[activator]	8%	-12%	-10%[57.1 µM]	-19%	-18%	-6%
COc1cccc(C(=O)Nc2cccc(C(C)=O)c2)c1	1%	16%	21%	-5%	-7%	0%[57.1 µM]	7%	23%	-14%
COc1ccccc1NC(=O)/C=C/c1ccc(OC)c(S(=O)(=O)N2CCOCC2)c1	-12%	-2%	14%	-5%	-14%	22%[57.1 µM]	-12%	-27%	-6%
CCOc1ccc(Oc2ccc(C(F)(F)F)cc2NC(=O)C2=COCCO2)cc1	-4%	12%	55%[activator]	17%	12%	3%	-19%	-1%	i
O=C(CSc1nc(-c2ccccc2)nc2ccc(F)cc12)Nc1cccc(C(=O)O)c1	-3%	-2%	23%	?	?	25%	-2%	-13%	-13%

One compound at a time, from the list above. Screens in order: GLS inh	ERG Ets-DNA blk	HP1b chromo inh	Pin1 inh	JMJD2A Tudor inh	rTrxR1 inhibitor	12-LOX inh	RGS4 inhibitor	PGK inhibitor
`COc1cccc(CC(=O)OCC(=O)NC2(C#N)CCCCC2)c1` is entered as 3%	6%	20%	7%	-20%	-4%	-3%	-1%	0%
`COc1ccccc1N1CCN(C(=O)CCNS(=O)(=O)c2ccc3c(c2)CCC(=O)N3)CC1` is entered as 6%	-2%	39%[activator]	2%	-5%	-18%	-23%	-8%	i
